# GAA inhib = qHTS Assay for Inhibitors of Human alpha-Glucosidase as a Potential Chaperone Treatment of Pompe Disease; Potency, µM (titrated, usually from 76.9 µM), for the others: at the highest dose activity change, negative = inhibition, most hits filed as inhibitors; AID 1466, 2008; 0.005% of 200,000 active; purified human GAA, 4-MU-alpha-glucoside fluorescence;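 further: plate controls were uninhibited enzyme wells for no effect and no-enzyme background for full effect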
#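 AC50 values come from Hill fits of compound titrations (up to 77 uM) against 4 nM human enzyme. Substrate 4-methylumbelliferyl-alpha-D-pyranoside at 400 uM, pH 5.0 citrate buffer, 20 min room temperature; fluorescence Ex 365/Em 440 after alkaline stop.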
# Tau fluor cs = Counterscreen qHTS for Inhibitors of Tau Fibril Formation, Fluorescence Polarization; tau K18 P301L (four-repeat tau fragment) Alexa594 fluorescence, heparin fibrillization; 0.93% of 280,000 active; Potency, µM (series often up to 57.7 µM), for inactives: top-dose activity change, negative = decrease; further: on the % scale 0 is the no-effect control and ±100 the full control effect; nearly all actives have a fitted effect of over 55% in size
#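 Human K18 P301L tau (15 uM unlabeled plus 0.24 uM Alexa 594-labeled, final) in 100 mM sodium acetate pH 7 was mixed with compound and 20 uM heparin and incubated 6 hr at 37 C.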
# GAA glycogen mod = qHTS Assay for Inhibitors and Activators of Human alpha-Glucosidase Cleavage of Glycogen | Lysosomal alpha-glucosidase (Homo sapiens), P10253 | recombinant GAA, glycogen substrate, Amplex Red glucose oxidase fluorescence | Potency, µM (doses to about 76.4 µM), inactives show at the top dose activity change, negative = inhibition, hits mostly inhibitors | 0.38% of 300,000 active;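 further: 0% = full enzyme reaction and -100% = no-enzyme basal signal; the screen sought inhibitors and activators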
#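 Recombinant enzyme (4 nM final) with compounds titrated up to 77 uM and bovine liver glycogen (30 ug) in citrate pH 5.0, 0.01% Tween-20, 37 C 40 min. Released glucose detected by Amplex Red/glucose oxidase (Ex 573/Em 610); AC50 from Hill fits.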
# aGlu spleen mod = qHTS Assay for Inhibitors and Activators of Human alpha-Glucosidase From Spleen Homogenate; Lysosomal alpha-glucosidase (Homo sapiens), P10253; human spleen homogenate, 4-MU-alpha-glucoside fluorescence; Potency, µM (top dose mostly 79.9 µM), for the others: top-dose activity change, negative = inhibition, usual class: inhibitors; 0.006% of 240,000 active;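 further: 0% = enzyme with vehicle and -100% = no enzyme basal signal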
#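 AC50 values come from Hill-equation fits of concentration-response data, normalized to no-enzyme and full-activity controls. Enzyme source: 1 ug human spleen homogenate; 1 mM fluorogenic 4-MU glucoside, pH 5.0 citrate buffer, 37 C, 40 min.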
# ALDH1A1 block = qHTS Assay for Inhibitors of Aldehyde Dehydrogenase 1 (ALDH1A1) | Purified ALDH1A1, NADH fluorescence, propionaldehyde substrate | 7.3% of 220,000 active | Aldehyde dehydrogenase 1A1 (Homo sapiens), P00352 | Potency, µM (titrated, usually from 75.3 µM), for the others: at the top dose activity, negative = inhibition, actives largely listed as inhibitors; active means well fitted inhibition curve with a large enough effect, not every such curve was filed as active; inconclusive means small, poorly fitted or top-dose-only effect, or another doubt; inactive means no such curve, though single readings can be large or run the other way;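 further: plate controls were no enzyme wells and a reference inhibitor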
# Target sequence (P00352 whole entry, looked up): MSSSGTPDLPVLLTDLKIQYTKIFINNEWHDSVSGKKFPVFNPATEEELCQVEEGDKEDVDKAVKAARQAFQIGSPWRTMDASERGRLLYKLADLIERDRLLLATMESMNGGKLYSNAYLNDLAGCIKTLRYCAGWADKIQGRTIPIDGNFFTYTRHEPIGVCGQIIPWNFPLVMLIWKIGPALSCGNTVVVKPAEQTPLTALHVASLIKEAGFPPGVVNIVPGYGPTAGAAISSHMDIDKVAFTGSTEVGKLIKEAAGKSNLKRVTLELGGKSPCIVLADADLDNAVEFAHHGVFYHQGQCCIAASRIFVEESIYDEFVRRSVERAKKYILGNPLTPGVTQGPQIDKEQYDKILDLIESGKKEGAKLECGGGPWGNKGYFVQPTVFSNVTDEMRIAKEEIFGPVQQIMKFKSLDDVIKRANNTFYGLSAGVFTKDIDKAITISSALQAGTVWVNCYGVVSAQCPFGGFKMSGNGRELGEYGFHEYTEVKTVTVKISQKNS
# aGal spleen mod = qHTS Assay for Inhibitors and Activators of Human alpha-Galactosidase From Spleen Homogenate; Alpha-galactosidase A (Homo sapiens), P06280; human spleen homogenate, 4MU-alpha-Gal fluorescence, 40 min; Potency, µM (series often up to 80 µM), for the others: at the top dose activity change, negative = inhibition, usual class: inhibitors; 0.008% of 240,000 active;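 further: 0% = enzyme with vehicle and -100% = no enzyme basal signal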
#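 Human spleen homogenate (1 ug) was the enzyme source, with 4-methylumbelliferyl-alpha-D-galactopyranoside (1 mM final) in pH 5.0 citrate buffer with 0.01% Tween-20. Compounds were titrated; after 40 min at 37C, NaOH/glycine stop, 4-MU fluorescence read; AC50 from Hill fits.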
# Epigenetic derep = Quantitative High-Throughput Screen for Regulators of Epigenetic Control; Potency, µM (series often up to 53.9 µM), inactives show at the top dose GFP activation, most hits filed as activators; murine LDR cells, GFP reporter derepression, 30 h; 0.2% of 280,000 active; further: % of control where 0% means no effect; nearly all actives have a fitted effect of over 60% in size
#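 Murine LDR cells bearing a silenced CMV-driven GFP reporter were exposed to compound for 30 h at 37 C. After PBS washes, GFP-positive cells (20-120 um objects) counted by laser-scanning microplate cytometry.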
# NPSR antagonist = qHTS Assay for Antagonists of the Neuropeptide S Receptor: cAMP Signal Transduction; Q6W5P4; CHO-NPSR cells, cAMP TR-FRET, antagonist mode; Potency, µM (titrated, usually from 38.3 µM), without a hit: at the highest dose activity change, negative = inhibition, hits mostly inhibitors; 1% of 220,000 active; AID 1461, 2008; further: on the % scale 0 is the no-effect control and ±100 the full control effect; nearly all actives have a fitted effect of over 50% in size; many of its hits are not listed in these tables
# Target sequence (Q6W5P4 whole entry, looked up): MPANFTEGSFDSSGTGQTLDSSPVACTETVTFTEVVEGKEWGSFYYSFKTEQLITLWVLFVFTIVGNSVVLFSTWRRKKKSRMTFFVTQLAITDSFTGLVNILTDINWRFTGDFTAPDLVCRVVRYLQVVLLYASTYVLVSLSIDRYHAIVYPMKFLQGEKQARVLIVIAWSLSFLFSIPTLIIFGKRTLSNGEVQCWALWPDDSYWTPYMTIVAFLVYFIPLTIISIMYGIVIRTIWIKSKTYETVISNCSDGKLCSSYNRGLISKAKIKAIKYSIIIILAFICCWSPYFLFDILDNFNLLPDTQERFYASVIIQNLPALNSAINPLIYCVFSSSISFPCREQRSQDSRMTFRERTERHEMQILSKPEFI
# Active calls of the source: *; ? = inconclusive; · = not tested or not shown; [ ] = another dose, or the depositor's remark. Unless noted, the call rests on the fitted dose curve; in most records, active means well fitted curve in the direction sought with a large enough effect; inconclusive means small, poorly fitted or top-dose-only effect, or another doubt; inactive means no such curve, though single readings can be large; an effect the other way counts as inactive or inconclusive. Potency means the concentration at half of the fitted maximal effect. The list is partial (hit frequency here may not be typical).
SMILES,GAA inhib,Tau fluor cs,GAA glycogen mod,aGlu spleen mod,ALDH1A1 block,aGal spleen mod,Epigenetic derep,NPSR antagonist
Cc1cccc(S(=O)(=O)NNC(=O)c2cc(-c3ccc(F)cc3)nc3ccccc23)c1,13%,-2%,-5%,-1%,?,7%,0.0%,-27%
CN(C)/C=N/c1nccc(-c2cccs2)n1,-11%,0%,-3%,·,?,1%,-1.1%,5%
Cc1ccc2c(c1)c1c(n2CC(O)CNC(C)(C)C)CCCC1 (configuration not stated),1%[15.4 µM],-25%,5%,-8%,2%,-4%,0.8%,-6%[46.1 µM]
CC(=O)Nc1ccc(NC(=O)c2oc3cc(C)c(C)cc3c2C)cc1,-11%,-12%,-3%,2%,?,5%,1.3%,-3%[46.1 µM]
Cc1noc(C)c1S(=O)(=O)N(CC(=O)N1CCc2ccccc21)c1ccc(C(C)C)cc1,1%[15.4 µM],-12%,-16%,2%,3%,1%,3.7%,-4%[46.1 µM]
COc1cccc(NC(=O)CSc2nnc(C)s2)c1,-3%,-1%,6%,-2%,9%,-1%,1.1%,-3%[46.1 µM]
O=C(CCN1C(=O)C2C3CCC(C3)C2C1=O)Nc1ccccc1C(F)(F)F (configuration not stated),9%,-6%,7%,1%,-12%,-7%,-1.8%,4%
CC1(C)Cc2c(ccc3ccccc23)C(c2cc3ccccc3oc2=O)=N1,-1%,-5%,-6%,-3%,?,8%,-1.6%,-22%[46.1 µM]
COC(=O)c1scc(C)c1NC(=O)/C=C/C(=O)O,·,-11%,4%,-2%,·,6%,15%,-40%
CC12CCC(C/C1=N\OC(=O)c1ccc(F)cc1)C2(C)C (configuration not stated),4%,0%,1%,-8%,-6%,-3%,1.2%,-9%[46.1 µM]
COc1ccccc1NS(=O)(=O)c1ccc2oc(SC3CCOC3=O)nc2c1 (configuration not stated),-4%,-19%,-1%,-6%,?,-8%,-1.0%,-11%[46.1 µM]
O=C(NCc1ccc2c(c1)OCO2)c1sccc1Br,-1%,-8%,5%,0%,-8%,-1%,1.1%,38%
Fc1ccc(NC(=S)NC2CC3CCC(C2)N3Cc2ccco2)cc1 (configuration not stated),8%,2%,-10%,7%,3%,-2%,-6.3%,6%
COc1ccc(N2CCN(c3nc(Cl)nc(N4CCOCC4)n3)CC2)cc1,-6%,?,-5%,0%,0%,1%,0.0%,-9%[46.1 µM]
CCOC(=O)C1(Cc2cccc(OC)c2)CCN(Cc2ccc3c(c2)OCCO3)CC1,6%,-14%,4%,-5%,-1%,-6%,9.2%,23%
Cc1cc(C)nc(Nc2n[nH]c(-c3ccccc3Cl)n2)n1,7%,-5%,21%,-1%,?,-5%,-4.2%,-1%
Cc1ccc(C)c2nc(Cl)c(C3NC(=O)c4ccccc4N3)cc12 (configuration not stated),-6%,-15%,10%,-15%,0%,11%,2.4%,-1%
O=C(Nc1ccccc1)OCc1cc(-c2ccc(Cl)cc2)on1,?,-15%,4%,-6%,16%,0%,-1.6%,-16%[46.1 µM]
CCCCc1ccc(S(=O)(=O)NCCc2ccncc2)cc1,-6%,9%,-6%,-5%,-4%,-3%,0.0%,-8%[46.1 µM]
Clc1ccc(-n2nnnc2CN2CCOCC2)cc1,-1%,2%,5%,-10%,-8%,11%,-1.3%,-13%[46.1 µM]
Cc1ccc(SC(C)C(=O)Nc2cccc(N(C)S(C)(=O)=O)c2)cc1 (configuration not stated),?,-13%,5%,-9%,-1%,-8%,-1.0%,-7%[46.1 µM]
Cc1ccc(-n2c(CNc3cccc(Cl)c3)n[nH]c2=S)cc1,-3%,9%,28µM*,-2%,8%,-2%,-1.5%,-19%
CC(OC(=O)c1ccc(O)cc1)C(=O)Nc1cc(C(F)(F)F)ccc1Cl (configuration not stated),·,-29%,-4%,-16%,·,4%,1.1%,-55%
O=[N+]([O-])c1cccc(C(=Nc2cccc(Cl)c2)NO)c1,-2%,-21%,-10%,2%,4%,3%,0.1%,-12%[46.1 µM]
CCOC(=O)Cc1csc(NC(=O)c2c(O)c3ccccc3n(C)c2=O)n1,2%,2%,5%,-13%,?,3%,3.1%,-13%[46.1 µM]
O=S(=O)(NCc1ccc2c(c1)OCO2)c1cccc2cccnc12,-13%,6%,?,-3%,-6%,5%,0.0%,15%[46.1 µM]
O=C(O)C(Cc1ccccc1)n1c(=S)[nH]c2ccccc2c1=O (configuration not stated),-3%,-2%,24%,6%,-2%,-10%,-2.5%,15%
CO[C@@H](CCO)C[C@H]1O[C@H](C(=O)OC(C)C)CC[C@@H]1C,·,3%,·,1%,16%,0%,0.0%,·
CCO/C=C1\N=C(c2ccc(F)cc2)OC1=O,2%,-7%,-21%,-4%,-4%,-2%,0.0%,-18%[46.1 µM]
CC(C)(C)NC(=O)NC(=O)COC(=O)CNC(=O)c1cc(Cl)cc([N+](=O)[O-])c1,1%,-10%,6%,-6%,2%,7%,0.9%,6%
CCN(CCn1cccn1)Cc1nc(-c2ccc(OC)cc2)no1,?,1%,5%,-2%,?,0%,0.0%,-15%
Cc1ccc(CSCC(=O)NCCCN2CCOCC2)cc1,-2%,6%,-2%,-15%,1%,6%,-1.9%,-20%
CCn1c(-c2ccc(C)cc2)n[nH]c1=S,-3%,-2%,7%,-6%,-4%,-3%,-2.0%,-6%[46.1 µM]
Cc1ccc(Nc2cc(C)nc3c(C)ccc([N+](=O)[O-])c23)cc1,-4%,?,-4%,-3%,5%,7%,0.0%,-13%
CC1Cc2ccccc2N1S(=O)(=O)c1cccc(C(=O)N2CC(=O)Nc3ccccc32)c1 (configuration not stated),·,-26%,0%,-2%,·,-6%,-0.6%,-24%
COc1nc(-c2cnccn2)sc1C,4%,6%,-6%,-3%,-12%,-7%,-0.4%,-3%
Cc1nnc(NC(=O)CCSCCC(=O)Nc2nnc(C)s2)s1,7%,1%,10%,0%,?,4%,2.6%,13%
Cc1cccc(-n2ccnc2SCC(=O)Nc2nccs2)c1,?,-11%,16%,-3%,-17%,-8%,0.0%,-23%[46.1 µM]
Cc1c(S(=O)(=O)c2ccccn2)c(N)n(Cc2cccc(Cl)c2)c1C,·,-9%,-25%,-3%,·,1%,15%,-15%
CCOc1cc(NC(=O)c2cccs2)c(OCC)cc1NC(=O)c1ccccn1,13%,15%[2.34 µM],21%,1%,3%,0%,-0.1%,-7%
CCCCCCC(=O)Nc1nnc(CC)s1,0%,9%,-6%,0%,6%,-8%,0.0%,-1%[46.1 µM]
O=C1CSC(c2ccncc2)N1Cc1ccc(F)cc1 (configuration not stated),1%,-12%,7%,-1%,-4%,0%,0.0%,-22%
CC(C)(C)c1ccc(OCC(=O)NNC(=S)NC(=O)c2ccccc2[N+](=O)[O-])c(Br)c1,?,-17%,-11%,-1%,?,3%,0.1%,-10%[46.1 µM]
COc1ccc([N+](=O)[O-])cc1NC(=O)CCN1CCN(c2ccccc2)CC1,6%,-5%,4%,1%,?,4%,-2.4%,-5%
CC(=O)Nc1ccc2oc(C)nc2c1,-1%,1%,-1%,4%,-5%,-2%,-0.1%,15%
CCOc1ccc(N2C(=O)C(c3ccccc3)=C(c3nc4ccccc4s3)C2NC(C)=O)cc1 (configuration not stated),-8%,-13%,5%,-5%,-5%,1%,0.0%,?
CC1Cc2ccccc2N1C(=O)CSc1nnc2n1C(C)(C)Cc1ccccc1-2 (configuration not stated),-20%,4%,-2%,-13%,-8%,3%,-1.0%,-26%[46.1 µM]
CC(=O)Nc1cc(C(=O)NCc2ccco2)ccc1Sc1ccc(Cl)cc1,-5%,0%,7%,-7%,?,2%,-0.9%,-27%
COc1ccccc1CNC(=S)Nc1cc(C)ccc1C,-5%,0%,-2%,-6%,-1%,-6%,-1.3%,-26%
CN1CCCN(Cc2ccc(Cl)cc2Cl)CC1,0%,-11%,-1%,-4%,?,-6%,-1.9%,24%[46.1 µM]
O=C(c1ccccc1)N1CCc2ccccc21,-8%,-4%,0%,0%,?,0%,-4.4%,-10%[46.1 µM]
COc1ccc(/C=N/NC(=O)c2ccccc2O)cc1COc1ccccn1,·,-14%,-23%,6%,·,-1%,0.1%,5%
Cc1nnc(SCc2ccccc2CSc2nnc(C)s2)s1,-3%,0%,-10%,·,6%,15%,1.1%,1%
Cc1ccccc1-n1c(=O)cc(N2CC(C)OC(C)C2)[nH]c1=O (configuration not stated),4%,-3%,-21%,0%,?,-5%,-3.4%,-15%[46.1 µM]
CC[C@H](C)[C@@H](C(=O)N1CCNCC1)n1cc([C@@H](N)CO)nn1,·,15%,-6%,13%,-1%,13%,0.8%,-7%
CCN(CC(=O)Nc1sc2c(c1C#N)CCCC2)Cc1nc2ccccc2c(=O)[nH]1,3%,-18%,-1%,0%,?,5%,1.0%,-6%
O=C(Cn1ccc([N+](=O)[O-])n1)N1CCCCCC1,1%,3%,16%,6%,-19%,3%,-1.5%,3%
CC1Cc2ccccc2N1C(=O)Cn1nnc(-c2ccccc2NC(=O)C2CCC2)n1 (configuration not stated),-10%,-24%,-9%,-16%,-8%,4%,-0.8%,-20%[46.1 µM]
COC(=O)c1ccc(=O)n(CC(=O)c2ccc(Cl)cc2)c1,8%,0%,6%,-1%,5%,0%,-7.8%,0%

# 3 entries from above, as labelled records:
> CO[C@@H](CCO)C[C@H]1O[C@H](C(=O)OC(C)C)CC[C@@H]1C
  GAA inhib: ·
  Tau fluor cs: 3%
  GAA glycogen mod: ·
  aGlu spleen mod: 1%
  ALDH1A1 block: 16%
  aGal spleen mod: 0%
  Epigenetic derep: 0.0%
  NPSR antagonist: ·
> CCO/C=C1\N=C(c2ccc(F)cc2)OC1=O
  GAA inhib: 2%
  Tau fluor cs: -7%
  GAA glycogen mod: -21%
  aGlu spleen mod: -4%
  ALDH1A1 block: -4%
  aGal spleen mod: -2%
  Epigenetic derep: 0.0%
  NPSR antagonist: -18%[46.1 µM]
> CC(C)(C)NC(=O)NC(=O)COC(=O)CNC(=O)c1cc(Cl)cc([N+](=O)[O-])c1
  GAA inhib: 1%
  Tau fluor cs: -10%
  GAA glycogen mod: 6%
  aGlu spleen mod: -6%
  ALDH1A1 block: 2%
  aGal spleen mod: 7%
  Epigenetic derep: 0.9%
  NPSR antagonist: 6%

# Screening data from PubChem.
